Screening data from PubChem BioAssay.
M1 ag: human M1 muscarinic receptor agonists, primary screen, Fluo-8 calcium fluorescence, CHO-K1 cells, HTS; Muscarinic acetylcholine receptor M1 (Homo sapiens), P11229; CHO-K1 hM1, agonist mode; 0% DMSO, 100% acetylcholine EC100; activation, % at 3 µM; 360,000 tested, 0.33% active; AID 588814, 2011;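 active = activation above the run's mean compound activation plus 3 SD, cut at about 16% in these data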;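 also: peak over basal fluorescence ratio within a 140 s kinetic read after compound addition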
Target sequence (P11229 whole entry, looked up): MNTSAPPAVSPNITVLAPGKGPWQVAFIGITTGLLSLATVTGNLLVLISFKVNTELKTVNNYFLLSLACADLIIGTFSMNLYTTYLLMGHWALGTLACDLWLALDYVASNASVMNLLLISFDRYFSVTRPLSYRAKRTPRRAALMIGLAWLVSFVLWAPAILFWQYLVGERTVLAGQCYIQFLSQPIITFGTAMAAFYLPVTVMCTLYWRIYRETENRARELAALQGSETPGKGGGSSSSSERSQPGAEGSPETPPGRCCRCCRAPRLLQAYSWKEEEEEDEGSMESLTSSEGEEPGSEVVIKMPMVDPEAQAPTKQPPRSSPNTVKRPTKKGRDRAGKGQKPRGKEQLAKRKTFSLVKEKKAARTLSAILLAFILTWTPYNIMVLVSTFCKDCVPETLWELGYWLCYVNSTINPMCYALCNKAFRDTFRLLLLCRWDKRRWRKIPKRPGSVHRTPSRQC
CHRM4 antagonist: human M4 muscarinic receptor antagonists, primary screen, CHO cells, Fluo-8 calcium fluorescence. 360,000 tested, 0.73% active. Muscarinic acetylcholine receptor M4 (Homo sapiens), P08173. CHO-hM4 cells, ACh EC80. inhibition, % at 3 µM;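 active = inhibition above its plate's cutoff, the mean inhibition of sample wells plus 3 SD, cut at about 27% in these data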;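 also: 0% = acetylcholine EC80 with DMSO and 100% = DMSO without agonist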
CHRM1 antagonist: human M1 muscarinic receptor antagonists, primary screen, CHO-K1 cells, Fluo-8 calcium fluorescence, 1536-well | CHO-K1 hM1, ACh EC80 antagonist | Muscarinic acetylcholine receptor M1 (Homo sapiens), P11229 | 360,000 tested, 1.3% active | inhibition, % at 3 µM;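 active = percent inhibition above its own plate's cutoff, namely the mean of that plate's compound wells plus 3 SD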;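 also: peak over basal fluorescence ratio during 140 s after agonist addition; 0% = ACh EC80 plus DMSO and 100% = DMSO alone without agonist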
CHO-K1 Ca ag: counter-screen for M1 agonists: effect in parental CHO-K1 cells; Fluo-8 calcium fluorescence; scaled to maximal ATP response, vehicle zero; activation, % at 3 µM; 360,000 tested, 0.48% active; AID 602248, 2012; in the data active = activation above about 15%;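 also: untransfected CHO-K1 host cells lacking M1 receptor as counterscreen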
OXTR potentiate: human OXTR potentiators, primary screen, fluorescence, CHO-OTR cells, Fluo-8 calcium; Oxytocin receptor (Homo sapiens), P30559; Fluo-8 calcium fluorescence, potentiator mode; 0% = oxytocin EC15, 100% = EC100; activation, % at 3 µM; 320,000 tested, 0.061% active;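 active = activation above that plate's cutoff, the mean activation of tested compounds plus 3 SD, cut at about 6.6% in these data, passing the limit was not always enough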;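 also: 100% uses oxytocin at 75 nM as the full agonist control; some results filed as inactive read as strong as hits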
Target sequence (P30559 whole entry, looked up): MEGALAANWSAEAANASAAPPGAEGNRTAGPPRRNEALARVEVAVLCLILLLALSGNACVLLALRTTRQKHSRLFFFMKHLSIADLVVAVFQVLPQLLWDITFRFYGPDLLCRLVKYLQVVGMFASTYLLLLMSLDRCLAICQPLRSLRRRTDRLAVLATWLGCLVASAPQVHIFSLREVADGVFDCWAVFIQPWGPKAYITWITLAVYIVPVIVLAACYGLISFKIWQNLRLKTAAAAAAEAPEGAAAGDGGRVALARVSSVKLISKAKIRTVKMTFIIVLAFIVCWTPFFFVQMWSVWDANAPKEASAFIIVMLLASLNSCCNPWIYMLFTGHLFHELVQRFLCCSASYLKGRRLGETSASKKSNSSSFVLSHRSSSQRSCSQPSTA
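System: human OTR in CHO cells; Also added: sub-maximal oxytocin, roughly EC15; Timing: compound 6 min at room temperature before oxytocin, 100 s read; Technique: Fluo-8 intracellular calcium fluorescence, ex 470-495, em 515-575 nm; Controls: oxytocin EC15 low and EC100 high; Replication: singlicate.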
CHO-K1 Ca antag: nonselective inhibitor or artifact in parental CHO-K1 cells; ATP-induced calcium, Fluo-8 fluorescence; inhibition, % at 3 µM; 360,000 tested, 0.6% active;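 active = inhibition above a per-plate cutoff, the plate's mean sample inhibition plus 3 SD, cut at about 24% in these data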;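 also: 0% = DMSO plus EC80 ATP and 100% = DMSO alone without ATP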
CHO parental Ca: ATP-evoked calcium signal inhibitors, parental CHO, primary screen, counter-screen for OX1R antagonist project, cell-based, fluorescence, Fluo-8 calcium dye. AID 463079, 2010. parental CHO-K1, ATP-induced calcium, Fluo-8 fluorescence. inhibition, % at 5.6 µM. 330,000 tested, 0.63% active;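 active = inhibition above that plate's mean sample inhibition plus 3 SD, cut at about 26% in these data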;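 also: 0% = ATP-challenged DMSO wells and 100% = DMSO wells without ATP; some compounds past the cut are filed as inactive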
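Material: Parental CHO cells | Reagent: ATP | Compound dosing: Single nominal dose of 5.6 µM per compound | Detection: Intracellular calcium via Fluo-8 no-wash fluorescent dye | Read-out: % inhibition of ATP-induced calcium mobilization | Benchmarks: Low control ATP plus DMSO, high control DMSO only | Replicates: Singlicate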
M1 PAM: human M1 muscarinic receptor positive allosteric modulators, primary screen, CHO-K1 cells, Fluo-8 calcium fluorescence, 1536-well. Muscarinic acetylcholine receptor M1 (Homo sapiens), P11229. activation, % at 3 µM. CHO-K1 hM1, ACh EC20; 0% = ACh EC20, 100% = maximal ACh. 360,000 tested, 0.088% active; in the data active = activation above about 19%, passing the limit was not always enough
M4 ag: human M4 muscarinic receptor agonists, primary screen, CHO-K1 cells, Fluo-8 calcium fluorescence; Muscarinic acetylcholine receptor M4 (Homo sapiens), P08173; CHO-K1 hM4/Gqi5; vehicle 0%, full acetylcholine response 100%; activation, % at 3 µM; 360,000 tested, 0.14% active; AID 624127, 2012;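 active = activation above the run mean over all test wells plus 3 SD, cut at about 32% in these data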;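 also: peak over basal fluorescence ratio per well then scaled between controls; 0% = DMSO wells and 100% = acetylcholine at EC100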
The depositor's hits bear a star; nt = not tested or not shown. Compounds were not picked by outcome, and some 2.9% of all compounds hit somewhere here.

canonical_smiles	M1 ag	CHRM4 antagonist	CHRM1 antagonist	CHO-K1 Ca ag	OXTR potentiate	CHO-K1 Ca antag	CHO parental Ca	M1 PAM	M4 ag
CCN1CCN(c2ccc(S(=O)(=O)N3CCCCC3)cc2NC(=O)c2cccc(C)c2[N+](=O)[O-])CC1	-4	4	-1	0.6	-11	8	-12	2	3
COc1ccc(N2C(=O)C3C4C=CC(C5CC45)C3C2=O)c([N+](=O)[O-])c1 (stereo not given)	-3	6	-16	0.1	-3	7	-8	11	3
OC(c1cccs1)(c1cccs1)C1C[N+]2(CF)CCC1CC2 (stereo not given)	-8	68*	83*	0.5	-2	-5	4	-22	1
CCOC(=O)C1=C(O)CSC1=Nc1cccc(Cl)c1	-3	-3	-53	-0.2	-2	-11	-19	11	2
NS(=O)(=O)c1cccc(NC(=O)CC(NC(=O)c2ccccc2Cl)c2ccccc2)c1 (stereo not given)	-4	-11	-10	0.3	3	-8	-10	6	1
CCNC(=S)NNC(=O)c1csc2c1CCC(C)C2 (stereo not given)	-3	-2	-17	-0.3	-1	2	-16	3	0
C[C@H](CO)N1C[C@H](C)[C@@H](CN(C)S(=O)(=O)c2ccc(F)cc2)Oc2ccc(NC(=O)Nc3ccc(C(F)(F)F)cc3)cc2C1=O	-2	-24	-10	0.6	-6	-12	0	3	3
CN(C)c1cccc(C(=O)OCC(=O)Nc2ccccc2-c2ccccc2)c1	-4	-2	-3	1.5	-15	5	-8	1	1
Cc1oc(-c2ccccc2F)nc1CS(=O)(=O)CC(=O)NCCCN(C)C1CCCCC1	-6	2	-4	-0.3	-5	-13	-20	7	-1
O=C(NC(Cc1c[nH]c2ccccc12)C(=O)O)/C(=C/c1ccc(F)cc1)NC(=O)c1ccccc1 (stereo not given)	-1	-6	-13	6.6	6	-15	-17	8	0
COc1ccc(C2=C(Nc3ccc(F)cc3)c3ccccc3C2=O)cc1	-4	-1	-3	0.7	-4	-7	-17	1	0
COCCN(C(=S)Nc1c(C)cccc1C)C(C)c1cccs1 (stereo not given)	-5	3	-11	3.3	3	-2	-5	5	-1
CC1(C)CC(=O)C(CC(=O)Nc2ccc(S(N)(=O)=O)cc2)=C(O)C1	-5	0	-10	0.8	-2	-18	-10	12	0
O=C(O)COc1c(-c2ccccc2)oc2ccccc2c1=O	-3	-15	-7	0.3	-6	-14	-4	8	1
CCC1Oc2ccc(C)cc2N(CC(=O)N(Cc2ccc(C)o2)C2CCCC2)C1=O (stereo not given)	-4	0	-12	0.0	-12	-13	0	7	1
O=C(COc1ccccc1[N+](=O)[O-])Nc1ccc2c(c1)OCO2	-7	-9	-7	4.4	-5	-16	-13	4	12
O=C(N/N=C/c1cccnc1)c1ccc(NC(=O)C(c2ccccc2)c2ccccc2)cc1	-2	20	7	4.0	-8	1	-6	-7	9
COc1cc(C(=O)Nc2ccc(S(=O)(=O)N3CCCCC3C)cc2)cc(OC)c1OC (stereo not given)	-3	6	2	1.4	0	5	6	0	8
COc1ccc(S(=O)(=O)NC(=O)C2(C)CCN2C(=O)c2ccc(C(F)(F)F)nc2C)cc1 (stereo not given)	4	-2	-7	-0.2	nt	10	nt	17	1
CCN1C(=O)CC(C(=O)NCCc2ccc(S(N)(=O)=O)cc2)SC1=Nc1ccc(OC)cc1 (stereo not given)	-5	-2	9	4.3	-29	18	-11	-1	0

Following part:
canonical_smiles	M1 ag	CHRM4 antagonist	CHRM1 antagonist	CHO-K1 Ca ag	OXTR potentiate	CHO-K1 Ca antag	CHO parental Ca	M1 PAM	M4 ag
O=C(CSc1ncn[nH]1)N/N=C/c1ccc(C(F)(F)F)cc1	-4	-5	14	0.2	-5	14	-3	-1	0
CCOc1cc(C2/C(=C(/O)c3ccc(S(=O)(=O)N4CCCCC4)cc3)C(=O)C(=O)N2CCOC)ccc1O (stereo not given)	-3	19	-12	2.2	-8	-16	1	11	0
COc1ccc(C2CC(c3ccccc3)=NN2C(=O)COC(=O)c2ccc(S(C)(=O)=O)cc2)cc1 (stereo not given)	-4	2	-9	1.8	-4	-11	2	9	0
COc1cc2c(cc1OC)CN(C(=O)NS(=O)(=O)c1ccc(C)cc1)CC2	-1	5	0	0.2	5	-4	-3	0	0
Cc1ccc(S(=O)(=O)N2CCOCC2)cc1NC(=O)C1=NN(c2ccccc2)C(=O)CC1	0	2	0	0.8	-2	-4	-10	0	4
CSc1ccccc1C(=O)Nc1ccccc1C	-9	1	6	3.9	-5	-7	5	0	1
COC(=O)Cn1c(=O)c(C)nc2ccccc21	-3	6	-1	1.1	1	-10	1	1	1
O=S(=O)(O)c1nc2ccccc2n1Cc1ccccc1	-4	-1	-9	1.1	-12	-14	-2	8	0
CC1CN=C(Nc2cccc(S(=O)(=O)N(C)C)c2)S1 (stereo not given)	-5	-1	-10	2.5	-11	-16	-10	3	3
CC(C)CN(C(=O)CSc1nc2ccccc2[nH]1)C1CCS(=O)(=O)C1 (stereo not given)	5	1	-9	0.9	-7	-18	-13	6	2
CN1CCN(c2ccc(S(=O)(=O)N3CCCCC3)cc2NC(=O)COc2ccc([N+](=O)[O-])cc2)CC1	-4	2	32*	-0.3	-2	20	-5	-13	2
COc1ccc(NC(=O)Cc2nnc(SCC(=O)NC3CCCC3)n2C)cc1	1	-3	-7	0.6	-6	-9	-13	2	0
O=C(NCCCN=C1NS(=O)(=O)c2ccccc21)c1ccco1	-3	6	-5	0.1	-6	-10	-3	-5	0
COc1ccccc1C(=O)N1CCNC(=O)C1CC(=O)Nc1ccc(Cl)cc1 (stereo not given)	-2	3	-26	-0.2	-4	7	-19	4	1
CN(C)c1nnnn1-c1ccc(Oc2ncc(C(F)(F)F)cc2Cl)cc1	-11	2	7	1.2	-3	-9	-6	5	0
Cc1ccc(CN(C)C(=O)C2CCC(=O)N(CC3CCCCC3)C2)o1 (stereo not given)	-2	-10	-8	1.0	-8	-9	-9	0	2
COc1cc(C2C(C#N)=C(N)N(c3cccnc3)C3=C2C(=O)CC(C)(C)C3)ccc1O (stereo not given)	-2	-2	-31	1.7	-1	-22	0	7	0
Cc1ccc(C(=O)CCC(=O)N(C)CC(=O)Nc2ccccc2Br)cc1	-4	0	-3	9.3	-5	13	-20	6	1
CSc1ccc(CCNC(=O)CCc2nnc3ccc(NCCCN4CCCC4=O)nn23)cc1	-6	-17	11	-0.2	-15	-6	-19	-6	0
Cc1nc2nc(C)c(CCC(=O)N3CCOCC3)c(C)n2n1	-3	6	11	-0.3	-2	13	-2	-3	0

Compound profiles, as listed above. Order of screens: M1 ag | CHRM4 antagonist | CHRM1 antagonist | CHO-K1 Ca ag | OXTR potentiate | CHO-K1 Ca antag | CHO parental Ca | M1 PAM | M4 ag
COc1cc(C2C(C#N)=C(N)N(c3cccnc3)C3=C2C(=O)CC(C)(C)C3)ccc1O (stereo not given) is listed as -2 | -2 | -31 | 1.7 | -1 | -22 | 0 | 7 | 0
CC(C)CN(C(=O)CSc1nc2ccccc2[nH]1)C1CCS(=O)(=O)C1 (stereo not given) is listed as 5 | 1 | -9 | 0.9 | -7 | -18 | -13 | 6 | 2

Additional records:
canonical_smiles	M1 ag	CHRM4 antagonist	CHRM1 antagonist	CHO-K1 Ca ag	OXTR potentiate	CHO-K1 Ca antag	CHO parental Ca	M1 PAM	M4 ag
Cc1cc2oc(C(=O)N(Cc3ccc(N(C)C)cc3)CC3CCCO3)c(C)c2cc1C (stereo not given)	-3	-11	-5	-1.0	-12	-18	5	1	-1
COc1ccc(C2NC(=O)c3ccccc3O2)c(OC)c1OC (stereo not given)	-4	-1	-8	0.5	-3	-5	2	7	1
COc1ccc2[nH]c(=O)c(CN(CCc3ccccc3)C(C)=O)cc2c1	-3	4	-4	0.8	0	-6	-21	2	2
Cc1oc(-c2ccccc2F)nc1CS(=O)(=O)CC(=O)NCCCc1ccccc1	-1	3	-10	1.0	-5	-2	-3	7	1
CC(C)CCN1C(=O)c2ccc(C(=O)Nc3ccccc3C(=O)O)cc2C1=O	0	9	-3	-1.2	nt	-5	nt	0	-2
COc1nc(NCc2ccco2)nc(N2CCC(C)CC2)n1	2	7	-36	-0.2	-2	5	-39	18	-2
COc1ccc(Cc2nnc(NCCO)[nH]c2=O)cc1OC	-2	-3	5	0.1	-3	4	3	-7	0
O=C(NCCc1ccccc1)c1cc(=O)c2ccccc2o1	-2	3	3	3.8	4	-6	-10	3	2
CCOc1ccccc1-n1c(=S)sc2c(=O)n(-c3ccc(F)cc3)c(SCC(=O)O)nc21	-2	-1	-20	0.5	-8	-14	-3	10	0
CCc1cccc(CC)c1NC(=S)NCC(c1cccnc1)N(C)C (stereo not given)	-10	5	-2	0.5	-11	-9	-21	-3	0
Cc1ccc(-n2nc3c(=O)n(CCCC(=O)NCc4ccc(Cl)cc4)nc(C)c3c2C)cc1	-5	-12	15	0.0	-12	-11	-20	-13	2
O=C(CCS(=O)(=O)c1ccccc1)Nc1nc(-c2cccs2)cs1	2	-25	-13	4.3	-4	-4	6	-3	20
CCOC(=O)[C@@H]1[C@H]2COc3ccc(Br)cc3[C@@H]2N2C(=O)N(c3cccc(Cl)c3)C(=O)[C@@]12C	-5	6	-10	0.6	-1	-13	-4	7	2
